High-throughput results as filed in PubChem.
West Nile virus CPE: West Nile virus antiviral activity, cell-based, CPE readout (AID 1621) | West Nile virus-infected cells, CPE inhibition; higher % means a stronger effect | CPE inhibition, % at 10 µM; hits with a dose series show IC50 in µM | 290,000 tested, 0.02% active; in the data active = a potency from the dose series; inconclusive = CPE inhibition mostly from about 3.7% at the one dose, without a potency; inactive = the rest, 99 in 100 with CPE inhibition below about 2.2%; also: strong numbers were not always called active
ER stress rescue: rescue of cells from ER stress-induced death, primary screen, 384-well, CSM14.1, thapsigargin, ATP luminescence (AID 1222); cellular ATP content (survival), % at 20 µM, or EC50 in µM where a hit was titrated; 190,000 tested, under 10 active; CSM14.1 thapsigargin-induced death rescue, ATP luminescence; higher % means a stronger effect;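 active = EC50 below 50 µM in the dose-response confirmation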;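 also: death triggered by thapsigargin at about 15 µM added after 2 h compound pretreatment; cell ATP read after overnight thapsigargin exposure of roughly 18 to 22 hours; normalized against plate controls of thapsigargin alone and 5% DMSO vehicle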
TNAP activation fold: human TNAP enzyme activators, primary screen, biochemical, luminescent, no phosphate acceptor, uHTS (AID 1001); purified TNAP, luminescent activation assay, no phosphate acceptor; higher activation fold means a stronger effect; 200,000 tested, 0.03% active; activation fold at 20 µM, or EC50 in µM where a hit was titrated; in the data active = activation fold from about 3, or a potency from the dose series; inactive = the rest, 99 in 100 with activation fold below about 1.6; also: many of its hits are not listed in these tables
Large T inhibition: SV40 large T antigen inhibitors, biochemical (AID 1903). SV40 large T antigen ATPase/helicase inhibition assay; higher % means a stronger effect. inhibition, % at 20 µM, or IC50 in µM where a hit was titrated. 310,000 tested, 0.39% active; in the data active = a potency from the dose series; inconclusive = inhibition mostly from about 32% at the one dose, without a potency; inactive = the rest, 99 in 100 with inhibition below about 32%; also: strong numbers were not always called active
RSV CPE inhibition: RSV antiviral activity via CPE protection, HEp-2 cells, primary 10 µM value included (AID 2391); 310,000 tested, 0.13% active; HEp-2 cells, RSV-induced CPE inhibition; higher % means a stronger effect; CPE inhibition, % at 10 µM, or IC50 in µM where a hit was titrated; in the data active = a potency from the dose series; inconclusive = CPE inhibition mostly from about 23% at the one dose, without a potency; inactive = the rest, 99 in 100 with CPE inhibition below about 21%; also: strong numbers were not always called active
human PMI inhibition: inhibitors of human PMI, primary screen, biochemical, fluorescence intensity, coupled assay (AID 1209); Mannose-6-phosphate isomerase (Homo sapiens); purified PMI enzyme, coupled fluorescence intensity; higher % means a stronger effect; inhibition, % at 20 µM; hits with a dose series show IC50 in µM; 190,000 tested, 0.42% active;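 also: plate controls were DMSO vehicle for no effect and wells lacking substrate for full effect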
Insulin prom up: insulin promoter activators in MIN6 cells, imaging, high-content screening, mouse beta cells; z-score at 5 µM; 190,000 tested, 0.3% active; MIN6 insulin promoter-GFP reporter; stronger effect = higher value; AID 1625, 2009;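 active = z-score above 3 at 5 µM with at least 500 cells counted in the well; inconclusive = wells under 500 cells, flagged as cytotoxic or low count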
human PMI inhibitors: human PMI inhibitors, high substrate, primary screen, biochemical, fluorescence intensity, high mannose 6-phosphate (AID 1220); Mannose-6-phosphate isomerase (Homo sapiens); recombinant PMI enzyme, coupled fluorescence intensity; higher % means a stronger effect; inhibition, % at 20 µM, or IC50 in µM where a hit was titrated; 190,000 tested, 0.66% active
Salmonella PhoP GFP: inhibitors of PhoP regulon expression, primary screen, Salmonella Typhimurium, GFP reporter (AID 1863). S. Typhimurium PhoP-regulated promoter GFP reporter, 4 h; higher % means a stronger effect. one-dose inhibition, % at 50 µM; IC50 in µM for titrated hits. 300,000 tested, 0.16% active;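 active = inhibition over 29.93%, a cutoff 3 SD above the screen mean, later confirmed by dose response; inconclusive = inhibition over 29.93% but no dose response follow-up; inactive = inhibition at most 29.93% or unconfirmed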;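 also: 0% = low Mg2+ inducing control and 100% = high Mg2+ repressing control; strong numbers were not always called active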
Insulin prom up cell count: recorded beside Insulin prom up, whose call it bears; cell count; measured here: cytotoxicity, nuclei count;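 total cells summed across four imaged fields per well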
The depositor's hits bear a star; ? = inconclusive; / = not tested or not shown; & = joins results of further samples. Rule as the data show it, unless noted: active = inhibition above about 50%; inactive = the rest. The order is random; any-hit rate near 1.5%.

No.	Structure	West Nile virus CPE	ER stress rescue	TNAP activation fold	Large T inhibition	RSV CPE inhibition
1	Cc1ccc2c(c1)c1ncnc(N3CCc4ccccc4C3)c1n2C	0.7%	-0.9%	1.1	5.0%	16.0%
2	CC1CCN(S(=O)(=O)N2CCC(C(=O)NCCc3ccccc3)CC2)CC1	-0.5%	/	/	1.2%	10.9%
3	CCOc1cccc(N(C(=O)C2COc3ccccc3O2)C(C(=O)NC2CCCCC2)c2ccc(O)cc2)c1 (stereo not given)	-1.5%	-0.3%	0.9	13.9%	4.1%
4	COc1ccc(-c2nn(C)c(=O)c3ccccc23)cc1NC(=O)COc1ccccc1	0.7%	9.7%	1	9.0%	5.0%
5	COc1cc(C2c3c(oc4ccccc4c3=O)C(=O)N2Cc2ccco2)ccc1O (stereo not given)	0.1%	3.7%	1	4.6%	2.5%
6	CCCC(=O)NC(NC(=S)Nc1ccc(N=Nc2ccccc2)cc1)C(Cl)(Cl)Cl (stereo not given)	-1.5%	-2.4%	0.9	25.3%	16.2%
7	CCN1C=C(C(=O)OC)C(c2cccc(C)c2)C(C(=O)OC)=C1	-0.4%	1.3%	1.4	8.6%	0.6%
8	O=C(CSc1ccccc1C(=O)O)NCc1ccc(Cl)cc1	-0.1%	-1.8%	1.1	12.6%	1.5%
9	COc1ccc(/C=N/NC(=O)c2ccc(NC(C)=O)cc2)cc1COc1ccc(F)cc1F	-0.8%	/	/	7.7%	0.8%
10	Cc1ccc(C(=O)O[C@H](C(=O)O)[C@H](OC(=O)c2ccc(C)cc2)C(=O)O)cc1	-0.4%	/	/	5.8%	-0.1%

No.	human PMI inhibition	Insulin prom up	Insulin prom up cell count	human PMI inhibitors	Salmonella PhoP GFP
1	6.6%	-2.62	897	11.5%	-1.7%
2	/	/	/	/	-2.1%
3	1.1%	-0.35	1488	-4.1%	-16.1%
4	11.5%	-0.04	1527	12.8%	6.2%
5	12.5%	0.97	1762	15.3%	4.8%
6	16.6%	-0.5	1265	6.2%	7.8%
7	-1.9%	-0.11	988	0.9%	24.0%
8	-5.2%	0.93	1358	-3.5%	-6.7%
9	/	/	/	/	1.5%
10	/	/	/	/	3.0%

Additional results:
No.	Structure	West Nile virus CPE	ER stress rescue	TNAP activation fold	Large T inhibition	RSV CPE inhibition
11	CN(C)C(=O)Nc1ccccc1	-0.4%	/	/	7.5%	5.0%
12	CCOC(=O)N1CCN(S(=O)(=O)c2ccc3c(c2)OCC(=O)N3)CC1	-1.2%	-0.8%	1	-36.1%	0.8%
13	CN1CCN(c2oc(COc3ccc(-c4ccccc4)cc3)nc2C#N)CC1	-1.3%	-1.7%	1.1	1.6%	19.8%
14	COc1ccc(Br)cc1C(=O)Nc1ccc(N2CCCC2)cc1	-0.1%	/	/	9.2%	3.6%
15	Cc1c(NC(=O)c2ccco2)c(=O)n(-c2ccccc2)n1C	-0.7%	/	/	11.0%	0.9%
16	O=C(Cc1ccc(F)cc1)OCC(=O)c1cc2ccccc2o1	0.1%	-2.2%	1	10.1%	-1.2%
17	CCOc1ccc(N(CC(=O)NC(C)(C)C)C(=O)c2ccco2)cc1	-0.4%	0.4%	1	9.2%	0.7%
18	COc1cc(/C=N/NC(=O)C(=O)NCc2cccnc2)ccc1O	0.2%	-2.1%	1.1	23.8%	1.1%
19	CCNC(=S)N(CCCN(CC)CC)Cc1cc2cc3c(cc2[nH]c1=O)OCO3	-0.9%	/	/	10.0%	1.0%
20	O=C(/C=C/c1ccc2c(c1)OCO2)Nc1nncs1	0.0%	/	/	7.3%	-1.6%

No.	human PMI inhibition	Insulin prom up	Insulin prom up cell count	human PMI inhibitors	Salmonella PhoP GFP
11	/	-0.09	1040	/	-1.5%
12	-6.9%	-0.02	1406	2.3%	-4.5%
13	22.2%	-0.11	1239	15.2%	-5.3%
14	/	/	/	/	5.3%
15	/	/	/	/	-1.9%
16	9.0%	0.52	1292	19.1%	-3.2%
17	-10.2%	0.28	1472	-5.9%	12.1%
18	10.4%	-0.01	1161	2.2%	2.0%
19	/	/	/	/	-4.0%
20	/	-0.19	1335	/	-3.7%

New compounds follow:
No.	Structure	West Nile virus CPE	ER stress rescue	TNAP activation fold	Large T inhibition	RSV CPE inhibition
21	O=C(OCc1nc2ccccc2s1)c1cccs1	-0.3%	-1.9%	1.1	13.5%	0.3%
22	CCc1ccccc1NC(=O)C1CCCN1C(=O)NCc1ccccc1 (stereo not given)	-0.5%	/	/	18.8%	0.6%
23	CCc1ccc(N2C(=O)CC(N3CCN(c4ccccn4)CC3)C2=O)cc1 (stereo not given)	-0.3%	/	/	9.2%	-0.8%
24	COc1ccc(-n2c(-c3cc(-c4ccccc4)sc3N)n[nH]c2=S)cc1	-0.2%	/	/	10.1%	3.6%
25	CC(NC(=O)C(=O)N1CCCCC1)C(c1cccs1)N1CCN(c2ccccc2)CC1 (stereo not given)	-0.4%	/	/	-7.6%	0.5%
26	O=C(O)c1ccc(Cl)c(S(=O)(=O)N(Cc2ccccc2)c2ccc(F)cc2)c1	-0.1%	/	/	3.3%	1.0%
27	COc1ccc(NC(=O)c2cccnc2N2CCCCC2)cc1	-0.2%	-1.2%	1.1	0.6%	-1.1%
28	COc1ccccc1C(=O)Nc1cccc(NC(C)=O)c1	1.2%	0.3%	1.1	12.9%	1.4%
29	O=C(CCNS(=O)(=O)c1ccc(Br)cc1)NCc1ccc(F)cc1	0.8%	/	/	6.0%	1.0%
30	CC(CC(=O)NC1CCCCC1)S(=O)(=O)c1ccc2c(c1)CCN2C(=O)C1CC1 (stereo not given)	0.9%	/	/	12.6%	1.0%

No.	human PMI inhibition	Insulin prom up	Insulin prom up cell count	human PMI inhibitors	Salmonella PhoP GFP
21	4.5%	0.09	1914	6.9%	13.8%
22	/	/	/	/	1.7%
23	/	0.15	1014	/	-7.9%
24	/	0.58	942	/	-7.9%
25	/	/	/	/	7.9%
26	/	/	/	/	-8.1%
27	-5.2%	/	/	-8.4%	-12.9%
28	0.3%	0.5	1296	9.6%	8.5%
29	/	/	/	/	-6.0%
30	/	/	/	/	1.8%

Random excerpt: 4 records from the list
No.	Structure	West Nile virus CPE	ER stress rescue	TNAP activation fold	Large T inhibition	RSV CPE inhibition
23	CCc1ccc(N2C(=O)CC(N3CCN(c4ccccn4)CC3)C2=O)cc1 (stereo not given)	-0.3%	/	/	9.2%	-0.8%
28	COc1ccccc1C(=O)Nc1cccc(NC(C)=O)c1	1.2%	0.3%	1.1	12.9%	1.4%
29	O=C(CCNS(=O)(=O)c1ccc(Br)cc1)NCc1ccc(F)cc1	0.8%	/	/	6.0%	1.0%
22	CCc1ccccc1NC(=O)C1CCCN1C(=O)NCc1ccccc1 (stereo not given)	-0.5%	/	/	18.8%	0.6%

No.	human PMI inhibition	Insulin prom up	Insulin prom up cell count	human PMI inhibitors	Salmonella PhoP GFP
23	/	0.15	1014	/	-7.9%
28	0.3%	0.5	1296	9.6%	8.5%
29	/	/	/	/	-6.0%
22	/	/	/	/	1.7%

The results go on:
No.	Structure	West Nile virus CPE	ER stress rescue	TNAP activation fold	Large T inhibition	RSV CPE inhibition
31	COc1ccc2nc(C)cc(N/N=C/c3ccc(F)cc3)c2c1	-2.2%	/	/	15.6%	-2.7%
32	Cc1ccccc1OCC(O)Cn1c(Br)nc2c1c(=O)[nH]c(=O)n2C (stereo not given)	-0.3%	/	1	2.0%	1.5%
33	COc1ccccc1NC(=O)Cn1cnc2c(nnn2-c2ccc(C)cc2)c1=O	0.0%	-0.2%	1	4.8%	1.9%
34	COc1cnc(SC)nc1Nc1ccc(C#N)cc1	-0.1%	/	/	21.4%	3.1%
35	NS(=O)(=O)c1cc2c(cc1C(F)(F)F)NCNS2(=O)=O	0.0%	-2.1%	1	22.9%&19.7%	3.3%
36	Cc1cc2oc(C(=O)NCc3ccc(S(N)(=O)=O)cc3)c(C)c2cc1C	0.1%	-1.1%	1	5.6%	1.0%
37	COC(=O)Cn1c(SCc2ccccc2)nc2ccccc21	0.1%	-1.1%	1	9.4%	0.3%
38	CCSc1nc2c(c(=O)[nH]1)C(c1ccncc1)C(C(=O)OC)=C(C)N2 (stereo not given)	0.7%	-0.7%	1.2	22.6%	0.0%
39	CCC(CC)C(=O)Nc1cc(C(=O)OC)ccc1C(=O)OC	-0.7%	0.7%	1	7.1%	0.8%
40	COCCn1c(-c2ccc(Cl)cc2)nc2oc3cc(OC)ccc3c(=O)c2c1=O	-0.4%	/	/	5.6%	1.5%

No.	human PMI inhibition	Insulin prom up	Insulin prom up cell count	human PMI inhibitors	Salmonella PhoP GFP
31	/	/	/	/	-14.2%
32	-11.9%	-0.28	1281	-8.8%	9.3%
33	11.7%	0.02	1588	18.5%	-0.2%
34	/	-1	1133	/	2.3%
35	5.7%	/	/	4.1%	6.8%&-9.7%
36	3.6%	0.7	1276	4.4%	0.5%
37	-7.4%	/	/	-12.3%	10.4%
38	10.4%	0.34	1446	7.9%	-4.3%
39	2.3%	-0.21	1273	1.5%	2.7%
40	/	-1.15	1109	/	-4.8%

(listing goes on)
No.	Structure	West Nile virus CPE	ER stress rescue	TNAP activation fold	Large T inhibition	RSV CPE inhibition
41	COc1ccc(C2c3ccc(O)cc3Oc3ncn(CCN4CCOCC4)c(=N)c32)cc1OC (stereo not given)	0.0%	/	/	24.0%	1.0%
42	Cc1ccc(N2CC(O)Cn3c2nc2c3c(=O)[nH]c(=O)n2C)cc1 (stereo not given)	-0.3%	/	/	8.8%	0.2%
43	CCOC(=O)C1=C(C)N=c2s/c(=C/c3ccco3)c(=O)n2C1c1cccc(OC)c1 (stereo not given)	0.0%	3.1%	1	?	13.3%
44	O=C(c1ccccc1-c1ncc[nH]1)N1CCCC(Nc2ccc(F)cc2)C1 (stereo not given)	-0.4%	/	/	11.0%	1.6%
45	CN(Cc1cccc(Cl)c1Cl)C(=O)c1cccc(S(=O)(=O)N2CCN(Cc3ccccc3)CC2)c1	0.0%	/	/	23.8%	9.3%
46	COc1ccc(NC(=S)NC(=O)/C=C/c2ccco2)c(OC)c1	-1.0%	/	/	11.4%	0.7%
47	Cc1cc(OC(C)C(=O)NCc2cccnc2)c2c(C)c(C)c(=O)oc2c1 (stereo not given)	0.8%	/	/	9.9%	0.5%
48	COc1ccc(OC)c(N=Cc2c(O)c3ccccc3oc2=O)c1	-0.4%	/	/	28.9%	0.3%

No.	human PMI inhibition	Insulin prom up	Insulin prom up cell count	human PMI inhibitors	Salmonella PhoP GFP
41	/	-1.09	1404	/	8.7%
42	/	/	/	/	2.4%
43	19.6%	0.56	842	40.4%	-3.9%
44	/	/	/	/	5.8%
45	/	/	/	/	-7.2%
46	/	/	/	/	-5.9%
47	/	/	/	/	2.6%
48	/	/	/	/	-38.2%
